Source: PubChem BioAssay (Sanford-Burnham Center for Chemical Genomics)
UBC13 polyUb = inhibitors of human UBC13 polyubiquitin chain formation; actives 0.47% (n = 330,000); TR-FRET; P61088; inhibition, % at 20 µM; in the data active means inhibition above about 45%, passing the limit was not always enough
Target sequence (P61088 whole entry, looked up): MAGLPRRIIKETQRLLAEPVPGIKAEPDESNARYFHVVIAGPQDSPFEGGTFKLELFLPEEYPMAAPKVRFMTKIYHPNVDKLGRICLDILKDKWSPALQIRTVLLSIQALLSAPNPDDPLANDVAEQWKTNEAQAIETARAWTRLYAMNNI
CCR6 antag = CCR6 (human) receptor antagonism; actives 0.49% (n = 340,000); P51684; inhibition, % at 20 µM; CHO-K1 CCR6 PathHunter beta-arrestin, luminescence, CCL20-stimulated;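 active means compounds whose inhibition of the agonist-driven luminescence signal at 20 µM reaches about 50%, limit read from the data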;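 further: cells stimulated with CCL20 at 14 nM final; plate controls were DMSO with CCL20 for no effect and DMSO without agonist for full effect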
Target sequence (P51684 whole entry, looked up): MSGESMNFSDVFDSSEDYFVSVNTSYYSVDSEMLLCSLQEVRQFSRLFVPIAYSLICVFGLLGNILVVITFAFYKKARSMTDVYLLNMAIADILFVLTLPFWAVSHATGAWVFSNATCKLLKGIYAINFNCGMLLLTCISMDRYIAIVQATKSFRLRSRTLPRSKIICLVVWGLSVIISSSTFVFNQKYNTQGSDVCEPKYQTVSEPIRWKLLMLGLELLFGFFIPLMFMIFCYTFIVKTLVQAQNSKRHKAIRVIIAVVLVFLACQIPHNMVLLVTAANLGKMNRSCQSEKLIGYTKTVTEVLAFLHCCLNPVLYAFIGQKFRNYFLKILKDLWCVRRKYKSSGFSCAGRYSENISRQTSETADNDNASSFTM
Gli-Sufu antag = Gli-Sufu pathway antagonism | AID 588413 | Sufu-KO-LIGHT fibroblasts, Gli luciferase reporter luminescence | actives 0.74% (n = 340,000) | inhibition, % at 5 µM;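 active means inhibition above about 55%, limit read from the data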;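 further: 0% = DMSO-treated cells and 100% = wells with medium but no cells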
Apaf1 inhib = human Apaf-1 inhibition | AID 489030 | inhibition, % at 20 µM | O14727 | actives 0.71% (n = 330,000) | reconstituted apoptosome caspase-3 activity, DEVD-Rh110 fluorescence; active means inhibition of at least 40% at 20 µM;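 further: plate controls were DMSO wells for no effect and DEVD-CHO caspase inhibitor wells for full effect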
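System – cell-free apoptosome with Apaf-1, procaspase-3 and caspase-9 · Buffer or medium – pH 7.5 Hepes buffer with CHAPS, BSA, DTT · Also added – cytochrome c with DEVD-Rh110 · Times – 30 min compound preincubation, 50 min activation, room temperature · Technique – Rh110 fluorescence intensity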
Jurkat NFkB inh = inhibitors of the PMA/ionomycin-induced NF-kB reporter in Jurkat cells; inhibition, % at 4 µM; PMA/ionomycin-induced NF-kB luciferase reporter, luminescence; actives 0.53% (n = 330,000)
697 NFkB inh = lowers PMA/ionomycin-induced NF-kB signal in 697 B cells; 697 B-cell NF-kB luciferase reporter, 16 h; actives 0.33% (n = 330,000); inhibition, % at 4 µM; in the data active means inhibition above about 35%
SENP8 inh = inhibitors of human SENP8 protease | Q96LD8 | purified SENP8, Z-RLRGG-aminoluciferin cleavage, luminescence | inhibition, % at 10 µM | actives 1.2% (n = 330,000) | AID 2540
Target sequence (Q96LD8 whole entry, looked up): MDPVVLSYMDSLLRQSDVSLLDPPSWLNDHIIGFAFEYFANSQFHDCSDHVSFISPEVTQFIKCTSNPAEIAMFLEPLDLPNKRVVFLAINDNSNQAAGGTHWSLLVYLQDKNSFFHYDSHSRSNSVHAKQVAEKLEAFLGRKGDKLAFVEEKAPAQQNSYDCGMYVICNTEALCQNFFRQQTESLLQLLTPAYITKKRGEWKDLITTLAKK
EBI2 block = blocks human EBI2 receptor beta-arrestin signaling | actives 0.81% (n = 360,000) | inhibition, % at 5 µM | AID 651636 | EBI2 beta-arrestin recruitment, luminescence, 7a,25-OHC stimulated; in the data active means inhibition above about 38%;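 further: enzyme fragment complementation signal reports receptor beta-arrestin coupling in cells; 0% = agonist plus DMSO wells and 100% = wells without agonist; some results beyond the cut were filed as inactive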
* marks the source's active call; other numbers are inactive results. Unless noted, no stated cut-off is given here; in the data, active means inhibition above about 50%; inactive means the rest. This is a subset; the hit share may differ from the screen's.

Screening CN(C)CC/C=C1/c2cc(F)ccc2CSc2ccc(F)cc21 returned UBC13 polyUb 13, CCR6 antag 4, Gli-Sufu antag -3, Apaf1 inhib 5, Jurkat NFkB inh -3, 697 NFkB inh -4, SENP8 inh -8 and EBI2 block -9.
`CCn1cc(/C=C(\NC(=O)c2ccc(C)cc2)C(=O)NCCN2CCOCC2)c2ccccc21` gave UBC13 polyUb -8, CCR6 antag 3, Gli-Sufu antag 21, Apaf1 inhib -2, Jurkat NFkB inh 6, 697 NFkB inh 13, SENP8 inh -1 and EBI2 block -1.
Screening COc1cc(NC(=O)c2cccc(NC3=NC4CS(=O)(=O)CC4S3)c2)cc(OC)c1OC (stereo not drawn) returned UBC13 polyUb 16, CCR6 antag -1, Gli-Sufu antag 3, Apaf1 inhib 2, Jurkat NFkB inh 7, 697 NFkB inh 6, SENP8 inh -2 and EBI2 block -2.
Cc1nc(NC(=O)c2ccccc2O)sc1C was read as UBC13 polyUb 0, CCR6 antag 6, Gli-Sufu antag -37, Apaf1 inhib 8, Jurkat NFkB inh -26, 697 NFkB inh -2, SENP8 inh 34 and EBI2 block 3.
COc1ccc(NCc2nnc(SCC(=O)Nc3cc(C(F)(F)F)ccc3Cl)o2)cc1 was read as UBC13 polyUb 2, CCR6 antag 13, Gli-Sufu antag 18, Apaf1 inhib 11, Jurkat NFkB inh -5, 697 NFkB inh 5, SENP8 inh 0 and EBI2 block 11.
`Cc1oc(-c2ccccc2)cc1C(=O)NCc1ccncc1` gave UBC13 polyUb -1, CCR6 antag 4, Gli-Sufu antag -6, Apaf1 inhib -10, Jurkat NFkB inh 27, 697 NFkB inh 0, SENP8 inh -4 and EBI2 block 0.
For N#Cc1sc(NCc2ccccc2)nc1Cl the results were UBC13 polyUb -3, CCR6 antag 41, Gli-Sufu antag -11, Apaf1 inhib -1, Jurkat NFkB inh -11, 697 NFkB inh -6, SENP8 inh -13 and EBI2 block 4.
COC(=O)c1ccc(NC(=O)Cn2nnc3ccccc32)cc1 was read as UBC13 polyUb -4, CCR6 antag -11, Gli-Sufu antag -56, Apaf1 inhib 5, Jurkat NFkB inh -100, 697 NFkB inh -49, SENP8 inh -11 and EBI2 block 1.
For O=S(=O)(c1cccc2nsnc12)N1CCN(Cc2ccccc2)CC1 the results were UBC13 polyUb 0, CCR6 antag 11, Gli-Sufu antag 1, Apaf1 inhib 0, Jurkat NFkB inh 6, 697 NFkB inh 6, SENP8 inh -6 and EBI2 block 4.
Screening Cc1ccc(Nc2nc3c([nH]2)c(=O)n(C)c(=O)n3C)cc1 returned UBC13 polyUb 4, CCR6 antag -7, Gli-Sufu antag 9, Apaf1 inhib -10, Jurkat NFkB inh 0, 697 NFkB inh 21, SENP8 inh 1 and EBI2 block 2.
Screening CC(=O)C[C@H]1c2cc(C(F)(F)F)ccc2S(=O)(=O)N1Cc1ccccc1 returned UBC13 polyUb 2, CCR6 antag 5, Gli-Sufu antag -7, Apaf1 inhib 5, Jurkat NFkB inh 3, 697 NFkB inh 1, SENP8 inh 1 and EBI2 block 5.
For CCCc1nnc(NC(=O)C2CC(=O)N(CCc3ccc(F)cc3)C2)s1 (stereo not drawn) the results were UBC13 polyUb -3, CCR6 antag 6, Gli-Sufu antag -19, Apaf1 inhib 4, Jurkat NFkB inh 6, 697 NFkB inh 9, SENP8 inh -6 and EBI2 block 0.
O=C(CCN1CCCCCC1)Nc1ccc2c(c1)OCCO2 was read as UBC13 polyUb 2, CCR6 antag -14, Gli-Sufu antag 3, Apaf1 inhib 8, Jurkat NFkB inh -7, 697 NFkB inh 9, SENP8 inh -5 and EBI2 block 1.
CCn1nc(C)cc1C(=O)Sc1ccc(Cl)cc1Cl was read as UBC13 polyUb 4, CCR6 antag 27, Gli-Sufu antag 6, Apaf1 inhib -22, Jurkat NFkB inh -27, 697 NFkB inh -15, SENP8 inh 2 and EBI2 block 17.
CCOc1ccc(C(=O)N2CCCC2)cc1OC was read as UBC13 polyUb -7, CCR6 antag -1, Gli-Sufu antag 3, Apaf1 inhib -7, Jurkat NFkB inh 3, 697 NFkB inh 11, SENP8 inh -5 and EBI2 block 2.
`COc1cccc(Cn2c(=O)c3ccccc3n3nc(C)cc23)c1` gave UBC13 polyUb 20, CCR6 antag 15, Gli-Sufu antag 21, Apaf1 inhib 3, Jurkat NFkB inh 4, 697 NFkB inh 3, SENP8 inh 12 and EBI2 block 7.
COC(=O)c1c(C)oc2ccc(NS(=O)(=O)c3cc(OC)ccc3OC)cc12 was read as UBC13 polyUb 12, CCR6 antag 1, Gli-Sufu antag 19, Apaf1 inhib 11, Jurkat NFkB inh 16, 697 NFkB inh -15, SENP8 inh -11 and EBI2 block -3.
O=C(c1sc2ccccc2c1Cl)N1CCN(c2ncccn2)CC1 was read as UBC13 polyUb 8, CCR6 antag -8, Gli-Sufu antag 13, Apaf1 inhib 3, Jurkat NFkB inh 9, 697 NFkB inh 10, SENP8 inh 6 and EBI2 block 14.
For Cc1ccccc1NC(=O)c1c([N+](=O)[O-])c(C(C)(C)C)nn1C the results were UBC13 polyUb -8, CCR6 antag 16, Gli-Sufu antag 5, Apaf1 inhib 4, Jurkat NFkB inh 8, 697 NFkB inh -2, SENP8 inh -4 and EBI2 block 2.
COCCN(C(=O)COC(=O)c1c(NC(C)=O)sc(C)c1C)c1c(N)n(Cc2ccccc2)c(=O)[nH]c1=O was read as UBC13 polyUb 2, CCR6 antag 6, Gli-Sufu antag 4, Apaf1 inhib 2, Jurkat NFkB inh 8, 697 NFkB inh 0, SENP8 inh 1 and EBI2 block 7.

3 structures from above, arranged by length of the SMILES, falling.
COCCN(C(=O)COC(=O)c1c(NC(C)=O)sc(C)c1C)c1c(N)n(Cc2ccccc2)c(=O)[nH]c1=O was read as UBC13 polyUb 2, CCR6 antag 6, Gli-Sufu antag 4, Apaf1 inhib 2, Jurkat NFkB inh 8, 697 NFkB inh 0, SENP8 inh 1 and EBI2 block 7.
For CCCc1nnc(NC(=O)C2CC(=O)N(CCc3ccc(F)cc3)C2)s1 (stereo not drawn) the results were UBC13 polyUb -3, CCR6 antag 6, Gli-Sufu antag -19, Apaf1 inhib 4, Jurkat NFkB inh 6, 697 NFkB inh 9, SENP8 inh -6 and EBI2 block 0.
For N#Cc1sc(NCc2ccccc2)nc1Cl the results were UBC13 polyUb -3, CCR6 antag 41, Gli-Sufu antag -11, Apaf1 inhib -1, Jurkat NFkB inh -11, 697 NFkB inh -6, SENP8 inh -13 and EBI2 block 4.

Other records follow:
Screening COc1ccccc1N(Cc1ccccc1)S(=O)(=O)c1cccc(C(=O)Nc2cc(C)ccn2)c1 returned UBC13 polyUb 3, CCR6 antag 22, Gli-Sufu antag -20, Apaf1 inhib 23, Jurkat NFkB inh -94, 697 NFkB inh -412, SENP8 inh 26 and EBI2 block 9.
Cc1ccc(S(=O)(=O)N(C(=O)c2ccncc2)c2ccc(OC(=O)c3ccncc3)cc2)cc1 was read as UBC13 polyUb 5, CCR6 antag -5, Gli-Sufu antag -8, Apaf1 inhib -10, Jurkat NFkB inh 6, 697 NFkB inh 9, SENP8 inh -1 and EBI2 block -1.
For CCc1ccc(NC(=O)c2ccc(F)c(S(=O)(=O)N(CC)c3ccccc3)c2)cc1 the results were UBC13 polyUb -5, CCR6 antag 21, Gli-Sufu antag 12, Apaf1 inhib 1, Jurkat NFkB inh -5, 697 NFkB inh -37, SENP8 inh -1 and EBI2 block 45*.
Screening CC1CCN(CC(C)CNC(=O)c2cc(-c3ccccn3)nc3ccccc23)CC1 (stereo not drawn) returned UBC13 polyUb -18, CCR6 antag 2, Gli-Sufu antag 10, Apaf1 inhib 13, Jurkat NFkB inh -28, 697 NFkB inh -15, SENP8 inh -3 and EBI2 block -5.
Screening O=C(COC(=O)CC1CC2CCC1C2)Nc1ccc(F)cc1 (stereo not drawn) returned UBC13 polyUb 5, CCR6 antag 8, Gli-Sufu antag -11, Apaf1 inhib 14, Jurkat NFkB inh 0, 697 NFkB inh 10, SENP8 inh -5 and EBI2 block -7.
`Cn1cc(C(=O)N2CCCCCC2)c(=O)c2cc(S(=O)(=O)N3CCCCC3)ccc21` gave UBC13 polyUb -5, CCR6 antag -9, Gli-Sufu antag -7, Apaf1 inhib -2, Jurkat NFkB inh -2, 697 NFkB inh -20, SENP8 inh -6 and EBI2 block -2.
For COc1ccc(C(=O)Nc2ccc(Cl)c(Cl)c2)c(OC)n1 the results were UBC13 polyUb 5, CCR6 antag -11, Gli-Sufu antag -1, Apaf1 inhib 1, Jurkat NFkB inh -148, 697 NFkB inh -206, SENP8 inh -6 and EBI2 block 6.
`O=C(c1cccs1)N1CCN(C/C=C/c2ccccc2)CC1` gave UBC13 polyUb 3, CCR6 antag 19, Gli-Sufu antag -10, Apaf1 inhib -4, Jurkat NFkB inh 13, 697 NFkB inh 15, SENP8 inh 0 and EBI2 block 8.
Screening CC(C)C(NS(=O)(=O)c1ccccc1)C(=O)NC1CCCC1 (stereo not drawn) returned UBC13 polyUb -2, CCR6 antag 11, Gli-Sufu antag 0, Apaf1 inhib -11, Jurkat NFkB inh 8, 697 NFkB inh -10, SENP8 inh -7 and EBI2 block -3.
Screening CCCCC(=O)NC(=S)NNC(=O)CC returned UBC13 polyUb -2, CCR6 antag 3, Gli-Sufu antag -4, Apaf1 inhib -3, Jurkat NFkB inh -1, 697 NFkB inh 18, SENP8 inh -4 and EBI2 block -2.
Screening COc1cccc(CN(C)c2nc(-c3cccs3)nc3ccccc23)c1 returned UBC13 polyUb 7, CCR6 antag 22, Gli-Sufu antag 13, Apaf1 inhib 25, Jurkat NFkB inh -4, 697 NFkB inh -13, SENP8 inh -3 and EBI2 block -9.
CCCCOC(=O)Nc1cccc(C(=O)OCC)c1 was read as UBC13 polyUb -1, CCR6 antag 2, Gli-Sufu antag -73, Apaf1 inhib 10, Jurkat NFkB inh -24, 697 NFkB inh -93, SENP8 inh -6 and EBI2 block 3.
Screening CCCCc1nc2cc(C(=O)NCCc3c(C)n[nH]c3C)ccc2o1 returned UBC13 polyUb 4, CCR6 antag -3, Gli-Sufu antag 3, Apaf1 inhib -9, Jurkat NFkB inh 3, 697 NFkB inh 15, SENP8 inh 4 and EBI2 block -3.
Screening CCc1cc2c(C)ccc(C)c2nc1SCC(=O)Nc1cc(C)on1 returned UBC13 polyUb 6, CCR6 antag 13, Gli-Sufu antag 0, Apaf1 inhib 3, Jurkat NFkB inh 17, 697 NFkB inh 2, SENP8 inh 6 and EBI2 block -1.
Screening CCOC(=O)NC(=O)c1cn(Nc2ncc(Cl)cc2C(F)(F)F)c(=O)[nH]c1=O returned UBC13 polyUb 0, CCR6 antag 11, Gli-Sufu antag 0, Apaf1 inhib -20, Jurkat NFkB inh 15, 697 NFkB inh -7, SENP8 inh -2 and EBI2 block 1.
For CCOC(=O)c1ccc(NCc2ccc(N(C)C)cc2)cc1 the results were UBC13 polyUb 9, CCR6 antag -11, Gli-Sufu antag -37, Apaf1 inhib 4, Jurkat NFkB inh -30, 697 NFkB inh -25, SENP8 inh 7 and EBI2 block 2.
`COc1ccccc1C1CCN(Cc2ccc3ccccc3c2)CC1` gave UBC13 polyUb 12, CCR6 antag 1, Gli-Sufu antag 19, Apaf1 inhib 13, Jurkat NFkB inh 15, 697 NFkB inh -2, SENP8 inh 5 and EBI2 block 27.
CC(Cc1cccs1)NC(=O)Nc1cccc(Cl)c1 (stereo not drawn) was read as UBC13 polyUb 2, CCR6 antag 9, Gli-Sufu antag -5, Apaf1 inhib 5, Jurkat NFkB inh -5, 697 NFkB inh -39, SENP8 inh 0 and EBI2 block -1.
For CC(=O)Nc1ccc(NC(=O)c2cccc(-c3cc4ccccc4oc3=O)c2)cc1 the results were UBC13 polyUb -6, CCR6 antag -14, Gli-Sufu antag -91, Apaf1 inhib -21, Jurkat NFkB inh -13, 697 NFkB inh -95, SENP8 inh -3 and EBI2 block 9.
Screening CC(=O)NCCc1nc2cc(NC(=O)Nc3ccccc3)ccc2n1C returned UBC13 polyUb 4, CCR6 antag 3, Apaf1 inhib -3, Jurkat NFkB inh -45, 697 NFkB inh -13, SENP8 inh 3 and EBI2 block -2.
Screening Clc1ccc(Cn2c(/C=C/c3ccco3)nc3ccccc32)cc1 returned UBC13 polyUb 0, CCR6 antag 9, Gli-Sufu antag -12, Apaf1 inhib 19, Jurkat NFkB inh -5, 697 NFkB inh -3, SENP8 inh 4 and EBI2 block 8.
